# Fh CTSL1 inh: Fasciola hepatica cathepsin L1 inhibitors, primary screen, counter-screen for PFM18AAP inhibitor project, biochemical, QFRET, fluorogenic peptide substrate | recombinant F. hepatica cathepsin L1, Z-Leu-Arg-MCA fluorescence | inhibition, % at 5.96 µM | 0.49% of 300,000 active | AID 1906, 2009;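 active = inhibition above the mean of all tested compounds plus 3 SD, set per screening campaign, cut at about 17% in these data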;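 also: 0% = plate median of test compound wells and 100% = 1 µM Z-Phe-Ala-diazomethylketone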
# GASC-1 inh: inhibitors of GASC-1 histone demethylase, primary screen, biochemical, fluorescence, DELFIA europium. 0.069% of 330,000 active. Lysine-specific demethylase 4C (Homo sapiens), Q9H3R0. inhibition, % at 2.35 µM. GST-JMJD2C(1-420) H3K9me3 demethylation;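 active = more than half of a compound's replicate wells show inhibition beyond 50%, single wells judged on their own value; inconclusive = some, but no more than half, of replicates pass 50% inhibition; inactive = no replicate passes 50% inhibition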;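 also: signal counts dimethyl H3K9 product captured on neutravidin plate; 0% = median of DMSO wells and 100% = 0.3 times that DMSO median; strong numbers were not always called active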
# HCV core dimer: inhibitors of HCV core protein dimerization, primary screen, biochemical, TR-FRET, high-throughput; 0.33% of 300,000 active; AID 1899, 2009; TR-FRET GST/Flag-core106 dimerization, 1536-well; inhibition, % at 5 µM;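 active = inhibition above the mean of all tested compounds plus 3 SD, set per screening campaign, cut at about 45% in these data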
#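 System: GST-tagged and Flag-tagged HCV core protein residues 1-106 / Input: core106 proteins, GST 13.5 nM and Flag 17 nM / Buffer or medium: KF-containing HEPES buffer, pH 7.45, DTT, CHAPS, BSA / Probe or stimulus: Eu-anti-GST and XL665-anti-Flag labelled anti-tag antibodies / Schedule: 4 h, 22.5 °C incubation / Technique: TR-FRET 671 and 617 nm emission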
# PP5 inh: PP5 phosphatase inhibitors, primary screen, biochemical, fluorescence; Serine/threonine-protein phosphatase 5 (Homo sapiens), P53041; purified PP5c, OMFP substrate fluorescence; inhibition, % at 6.7 µM; 0.18% of 320,000 active; AID 1987, 2009;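 active = inhibition above the campaign's mean inhibition across all tested compounds plus 3 SD, cut at about 9.5% in these data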;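 also: 0% = DMSO only and 100% = 100 µM cantharidin control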
# Target sequence (P53041 whole entry, looked up): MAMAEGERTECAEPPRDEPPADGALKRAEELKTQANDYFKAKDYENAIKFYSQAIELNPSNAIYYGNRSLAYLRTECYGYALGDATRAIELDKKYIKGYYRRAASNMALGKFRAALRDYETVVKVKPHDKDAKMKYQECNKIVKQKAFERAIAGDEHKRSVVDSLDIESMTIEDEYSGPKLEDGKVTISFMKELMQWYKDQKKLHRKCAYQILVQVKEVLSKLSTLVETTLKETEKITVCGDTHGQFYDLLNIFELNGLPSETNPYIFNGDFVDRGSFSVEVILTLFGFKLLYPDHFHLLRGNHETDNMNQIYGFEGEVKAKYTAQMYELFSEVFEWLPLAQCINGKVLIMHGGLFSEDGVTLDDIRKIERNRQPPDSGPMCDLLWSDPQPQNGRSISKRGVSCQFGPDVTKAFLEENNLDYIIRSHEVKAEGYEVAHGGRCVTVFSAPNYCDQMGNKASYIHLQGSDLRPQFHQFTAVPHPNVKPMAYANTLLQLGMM
# VLA-4 inh: inhibition in human VLA-4 binding assay, primary screen, VLA-4 allosteric modulator project, MLPCN library, flow cytometry, VLA-4 expressing cells; inhibition, % (about 7 µM as worked out from the volumes in the protocol); ligand binding flow cytometry; 0.2% of 330,000 active; Integrin alpha-4 (Homo sapiens), P13612; in the data active = inhibition above about 50%
# proCasp7 act: procaspase-7 activators, primary screen, counter-screen for procaspase-3 activator project, biochemical, absorbance, HTS, human; Caspase-7 (Homo sapiens), P55210; AID 463210, 2010; 0.093% of 330,000 active; activation, % at 8.5 µM; recombinant procaspase-7, Ac-DEVD-pNA absorbance 405 nm; D23A/D198A/D206A triple mutant, cannot self-cleave; scale: DMSO 0, 5 µM enzyme 100;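 active = percent activation above the screen-wide mean plus 3 SD, cut at about 25% in these data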
# Target sequence (P55210 whole entry D23A/D198A/D206A): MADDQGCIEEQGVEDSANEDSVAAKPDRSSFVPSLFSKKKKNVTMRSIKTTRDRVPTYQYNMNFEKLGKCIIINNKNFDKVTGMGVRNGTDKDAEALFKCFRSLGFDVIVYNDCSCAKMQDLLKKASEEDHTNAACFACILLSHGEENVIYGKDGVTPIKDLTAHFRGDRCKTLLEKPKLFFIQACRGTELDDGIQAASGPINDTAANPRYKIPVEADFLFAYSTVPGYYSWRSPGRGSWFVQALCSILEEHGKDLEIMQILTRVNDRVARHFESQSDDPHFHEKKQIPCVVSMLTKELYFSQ
#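 Assay system: Uncleavable procaspase-7 mutant enzyme | Input: 2 µM procaspase-7 mutant as dispensed | Timing: 1 h compound preincubation, 2 h substrate cleavage, 25 °C | Repeats: One well per compound | Control set: DMSO wells as 0%, DMSO with 5 µM added PC-7 as 100% | Technique: Epi-absorbance of released pNA at 405 nm, two timepoints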
# PP1 inh: PP1-alpha phosphatase inhibitors, primary screen, counter-screen for PP5 inhibitor project, biochemical, fluorescence, OMFP substrate, single point; Serine/threonine-protein phosphatase PP1-alpha catalytic subunit (Homo sapiens), P62136; purified PP1alpha; inhibition, % at 6.7 µM; 0.9% of 320,000 active;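 active = inhibition above the mean inhibition of all tested compounds plus 3 SD, computed separately for each screening campaign, cut at about 15% in these data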
# GRK2 inh: compounds blocking aptamer binding on GRK2 – biochemical, human GRK2, bead flow cytometry, HTS, primary screen; inhibition of aptamer binding, % at 10 µM; FAM-aptamer displacement from GRK2; Beta-adrenergic receptor kinase 1 (Homo sapiens), P25098; AID 488847, 2010; 0.59% of 330,000 active;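 active = inhibition of aptamer binding above 40%, roughly 3 SD of noise, on plates passing a quality check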;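 also: median bead fluorescence of bound FAM aptamer so fluorescent compounds give negative values; no value below 0 was filed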
# proCasp3 act: activators of human procaspase-3 D3A mutant, primary screen, biochemical, absorbance, PC-3 D3A mutant, single concentration | Caspase-3 (Homo sapiens), P42574 | recombinant procaspase-3 D3A, Ac-DEVD-pNA absorbance 405 nm | activation, % at 8.5 µM | 0.11% of 330,000 active;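 active = activation above the mean of all tested compounds plus 3 SD, cut at about 21% in these data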;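 also: 0% = DMSO alone and 100% = DMSO wells spiked with extra 5 µM PC-3 D3A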
# Target sequence (P42574 whole entry D9A/D28A/D175A): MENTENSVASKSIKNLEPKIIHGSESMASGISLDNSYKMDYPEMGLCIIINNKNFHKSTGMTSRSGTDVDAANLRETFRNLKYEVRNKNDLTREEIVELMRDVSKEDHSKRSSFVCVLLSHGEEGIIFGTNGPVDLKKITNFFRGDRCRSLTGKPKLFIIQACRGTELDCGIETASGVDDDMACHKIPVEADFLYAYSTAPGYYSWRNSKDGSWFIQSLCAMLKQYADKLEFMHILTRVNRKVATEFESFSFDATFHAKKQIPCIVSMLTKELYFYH
#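 System: Procaspase-3 D3A mutant. Medium: Zinc-free 300 mM NaCl, 50 mM HEPES, 0.01% Triton X-100. Schedule: 1 h preincubation plus 2 h reaction at 25 °C. Measured by: 405 nm absorbance of p-nitroaniline, reads at 0 and 120 min. Read-out: percent activation relative to control range.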
# * = called active by the depositor; u = inconclusive; x = not tested or not shown.
# Values run as follows: Fh CTSL1 inh	PP1 inh	GASC-1 inh	HCV core dimer	PP5 inh	GRK2 inh	proCasp3 act	VLA-4 inh	proCasp7 act
CCOC(=O)Cc1ccc(NC(=O)c2cccc([N+](=O)[O-])c2)cc1
  -1	0	2	0	-0.1	0	10	0	-2
COc1cc(C(=O)NCCOc2ccccc2)c(Br)c(OC)c1OC
  -5	-2	-1	1	-0.4	0	9	14	8
COc1ccc(/C=C/C(=O)Nc2cccc(S(=O)(=O)NC3=NCCCCC3)c2)cc1
  -2	-5	7	2	-1.4	8	3	5	16
CC(C)(C)c1ccc(S(=O)(=O)N2CCN(c3ncccn3)CC2)cc1
  8	-4	0	0	-1.4	0	3	5	2
C=C(C)CNc1cc(S(=O)(=O)N2CCOCC2)ccc1Oc1ccccc1
  x	3	x	x	4.3	0	0	-5	-7
O=C(CCCN1CCC(NC(=O)c2ccccc2)CC1)c1ccc(Cl)cc1
  0	-6	-10	-11	2.5	3	-7	17	4
CC(C)(C)c1nnc2sc(SCC(=O)c3ccc4c(c3)OCCO4)nn2c1=O
  1	4	u	1	1.3	1	-6	-1	-6
CCNC(=O)c1c(O)c2cccc3c2n(c1=O)CC3
  2	-2	-1	2	1.5	1	4	-4	4
C/C(CC(=O)Nc1ccccn1)=N\NC(=O)c1cnccn1
  -5	1	4	-4	-1.2	0	-11	-5	1
O=C(CN1CCCCC1)Nc1cc(S(=O)(=O)N2CCOCC2)ccc1N1CCCC1
  x	-2	1	x	-0.6	1	4	3	-7
COc1ccc(SCCN2CC[C@@H](C)CCC2=O)cc1
  x	-5	5	x	-0.8	0	8	-2	1
O=C1CC(c2ccccc2)CC(O)=C1C=Nc1cccc(Cl)c1 (configuration not stated)
  3	-1	-1	4	-1.1	2	10	4	0
O=c1c2c3c(sc2nc2n1CCCCC2)C(O)CCC3 (configuration not stated)
  9	0	-28	-1	2.5	1	-4	16	0
O=C(Cn1c(C(F)(F)F)nc2ccccc21)Nc1ccccc1N1CCOCC1
  -3	1	1	1	2.6	4	11	-8	1
CCOc1ccc2nc(NCCCNS(=O)(=O)c3ccccc3)c(C#N)cc2c1
  -2	-6	6	0	5.7	0	6	-12	7
NC(=O)NC(CC(=O)NCCc1ccccn1)c1ccccc1Cl (configuration not stated)
  -3	-1	-10	-1	1.0	1	0	5	-1
CCC(Oc1ccc(C)cc1)C(=O)Nc1ccccc1C(=O)N1CCOCC1 (configuration not stated)
  0	3	-5	5	0.5	1	2	-8	-5
Cn1c(=O)[nH]c(=O)c2c1nc(SCC(O)CO)n2CCCc1ccccc1 (configuration not stated)
  -1	5	2	-7	-1.1	0	-2	-2	1
O=C(Nc1ccc(Br)cn1)c1ccc2nccnc2c1
  -4	-1	-4	2	1.9	3	-3	-13	0
Cc1cc(OCC(=O)Nc2ccc(N3CCN(C(=O)c4ccco4)CC3)cc2)cc(C)c1Cl
  -3	-4	3	7	2.7	0	0	2	3
COc1ccc(CCN(C(=O)COc2ccccc2)c2nc(-c3ccccc3)cs2)cc1OC
  3	2	4	1	2.4	5	-2	14	1
Cc1ccc(C2NC(=O)CCC2[N+](=O)[O-])cc1 (configuration not stated)
  -2	-1	2	0	-2.4	2	-1	10	-8
Cc1ccccc1CN(c1ccc(C(=O)NCC2CCCO2)cc1)S(C)(=O)=O (configuration not stated)
  0	-3	0	-5	-1.1	0	8	-1	-5
CCOc1ccc(NC(=O)CSc2nnc(C3CC3)n2C)cc1
  1	-3	6	2	2.0	0	0	2	-2
CC1CCCCN1C(=O)CSc1nnc2c(n1)[nH]c1ccccc12 (configuration not stated)
  1	0	-7	7	1.2	0	3	-9	-7
Cc1cc(/C=C2\SC(=S)N(C)C2=O)c(C)n1-c1ccccc1O
  3	1	10	-13	-0.7	4	-13	-60	0
COc1ccc(NS(=O)(=O)c2csc(C(=O)Nc3ccccc3)c2)cc1
  0	-2	-35	6	0.7	1	-4	0	1
CC(=O)N1CCCN(C(=O)c2ccc3nc(Cc4ccccc4F)oc3c2)CC1
  0	-3	-8	3	-1.6	5	-2	3	-1
CCN(CC)CCNC(=O)c1[nH]c2ccc(OCc3ccccc3)cc2c1C
  0	-2	-5	-15	5.1	0	-1	15	-3
Clc1ccc(/C=C/c2ncc[nH]2)c(Cl)c1
  1	-2	7	-4	3.2	0	10	16	-2

# Random excerpt: three compounds from above.
# Values run as follows: Fh CTSL1 inh	PP1 inh	GASC-1 inh	HCV core dimer	PP5 inh	GRK2 inh	proCasp3 act	VLA-4 inh	proCasp7 act
CCN(CC)CCNC(=O)c1[nH]c2ccc(OCc3ccccc3)cc2c1C
  0	-2	-5	-15	5.1	0	-1	15	-3
CC1CCCCN1C(=O)CSc1nnc2c(n1)[nH]c1ccccc12 (configuration not stated)
  1	0	-7	7	1.2	0	3	-9	-7
CC(=O)N1CCCN(C(=O)c2ccc3nc(Cc4ccccc4F)oc3c2)CC1
  0	-3	-8	3	-1.6	5	-2	3	-1

# (list continues)
# Values run as follows: Fh CTSL1 inh	PP1 inh	GASC-1 inh	HCV core dimer	PP5 inh	GRK2 inh	proCasp3 act	VLA-4 inh	proCasp7 act
COC(=O)c1cn(NC(=O)c2cc([N+](=O)[O-])ccc2F)c(=O)c2ccccc12
  -7	-2	1	3	0.9	2	-5	7	1
CCOCCCNC(=O)C1CC(=O)N(CCc2ccc(C)cc2)C1 (configuration not stated)
  -3	-4	1	-4	3.3	0	-10	19	14
CCN(CC)CCN(Cc1cc2cc(C)c(C)cc2[nH]c1=O)C(=S)NCc1ccco1
  0	-2	0	-4	2.8	0	9	7	-12
Nc1nnc(CC(=O)NCc2ccccc2)s1
  0	-4	10	1	3.3	0	-2	12	4
CCOCC(=O)Nc1c(C(=O)N2CCN(c3ncccn3)CC2)oc2ccccc12
  1	-8	0	14	1.9	0	-2	5	4
O=C(Nc1ccccc1)NC1(C(=O)N2CCC(O)CC2)CCCCC1
  -3	2	1	-9	2.2	1	3	13	5
CCN(CC)S(=O)(=O)c1ccc(NC(=O)c2ccc(Cl)nc2)cc1
  -6	-1	22	2	-0.7	0	-4	0	7
CCOC(=O)N1CCC(N(CCOC)C(=S)Nc2cccc(SC)c2)CC1
  -2	-4	-4	4	1.7	3	-9	9	-10
CCC(=O)N1c2ccc(S(=O)(=O)N3CCCCC3)cc2CC1C (configuration not stated)
  -1	1	6	-7	1.4	2	-1	3	0
Cn1c(NC(=O)C2CC2)cc(=O)n(C)c1=O
  -6	4	-13	8	5.0	17	0	15	-11
O=C1CC(N2CCN(c3ccc(Cl)c(Cl)c3)CC2)C(=O)N1 (configuration not stated)
  -1	1	-5	2	3.3	1	-2	11	-21
COC(=O)c1c(C)[nH]c(C(=O)COC(=O)c2c(C)noc2C)c1C
  x	-3	-5	x	-0.1	3	-3	-5	3
Cc1ccc2c(CC(=O)N3CCN(S(=O)(=O)c4cccs4)CC3)coc2c1
  -2	-2	-6	16	2.9	0	-2	13	3
Cc1ccc(OCCNC(=O)C(C)SCC(=O)Nc2ccc(F)cc2)cc1 (configuration not stated)
  x	x	-2	x	x	4	6	-5	1
O=C(O)c1cccc(C(=O)c2cccc3ccccc23)c1
  0	-5	-1	3	-2.3	5	3	0	-2
Cc1nc(NC(=O)C2CCCCC2C(=O)O)sc1C (configuration not stated)
  3	-2	-13	7	-2.0	5	-6	23	-4
C/C(=N\Nc1ccc(C(F)(F)F)cn1)c1ccc(S(=O)(=O)NCc2ccco2)cc1
  2	3	-5	4	8.9	1	6	17	-1
COCCC1CCCCN1C(=O)c1cccc(OC2CCN(C3CCCC3)CC2)c1 (configuration not stated)
  -3	-1	4	-3	1.6	0	-2	1	4
COc1cccc(NC(=O)C2CC(=O)N(C)C(=Nc3cccc(F)c3)S2)c1 (configuration not stated)
  -2	0	8	-1	3.3	0	-3	2	-1
CC(C)Cn1cnc2c1c(=O)n(CC(=O)N(C)C)c(=O)n2Cc1ccccc1
  0	-8	-5	3	-0.6	0	8	8	7
COc1cc(C(=O)Nc2ccc(S(=O)(=O)N3CCCCC3C)cc2)cc(OC)c1OC (configuration not stated)
  -5	-2	2	4	0.7	0	6	4	-2
CCCNC(=O)CSc1nccn1Cc1ccc(OC)cc1
  6	-3	-3	1	-1.8	0	-3	5	0
COc1ccc(Cl)cc1NC(=S)NNC(=O)CC(C)C
  27*	0	-1	-6	-0.4	0	-1	4	-6
Cc1c(Br)c([N+](=O)[O-])nn1CCCC(=O)Nc1c(C)n(C)n(-c2ccccc2)c1=O
  -2	-6	7	-2	0.4	2	3	-2	10
Cc1ccc(NC(=O)C(c2ccccc2)N(C)C)cc1Cl (configuration not stated)
  -1	0	-3	-2	0.9	3	3	12	-1
CN(Cc1cn(C)nc1-c1ccccc1F)CC1CCCCO1 (configuration not stated)
  -3	-1	0	-2	1.7	2	-5	8	2
O=C(c1cc2sccc2n1Cc1ccc(F)cc1)N1CCCc2ccccc21
  2	3	-5	8	1.4	0	-9	0	-7
COC(=O)[C@@H]1C[C@@]2(Br)c3ccccc3N(S(=O)(=O)c3ccccc3)[C@H]2N1C(=O)OC
  -2	2	4	0	0.9	0	6	-4	11
CC1CCN(c2cc(N)c(Cl)cc2[N+](=O)[O-])CC1
  -14	-4	x	2	3.3	3	-11	15	3
O=C(O)CN1C(=O)C2C3CC(C2C1=O)C1C(c2ccc(Cl)cc2)c2sc(=O)[nH]c2SC31 (configuration not stated)
  1	2	50	0	5.8	0	-15	-12	-17
COc1cc(OC)cc(-c2cc3nc(C)cc(N4CCN(C(=O)c5ccco5)CC4)n3n2)c1
  1	-3	3	13	2.7	1	12	-8	18
Cc1ccc(N2C(=O)c3ccccc3NC2c2ccccc2O)cc1 (configuration not stated)
  -3	0	-1	6	-0.8	25	0	7	-1
CCCCCCNC(=O)N[C@@H](C(=O)NCCC[C@H]1CN2C(=NC[C@@H]2Cc2ccccc2)N1CCc1cccc(OC)c1)C(C)C
  -10	10	-71	-25	2.0	0	-3	-8	-4

# Screens as filed in PubChem.
